GALR2 blocker – GALR2 (human) receptor antagonism | inhibition, % at 4 µM | O43603 | GALR2-expressing cells, antagonist mode | 140,000 compounds, 0.39% hits; in the data active = inhibition above about 27%;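 note: cells stimulated with galanin 1-16 at roughly its EC80; 0% = agonist challenge control and 100% = basal control without agonist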
Target sequence (O43603 whole entry, looked up): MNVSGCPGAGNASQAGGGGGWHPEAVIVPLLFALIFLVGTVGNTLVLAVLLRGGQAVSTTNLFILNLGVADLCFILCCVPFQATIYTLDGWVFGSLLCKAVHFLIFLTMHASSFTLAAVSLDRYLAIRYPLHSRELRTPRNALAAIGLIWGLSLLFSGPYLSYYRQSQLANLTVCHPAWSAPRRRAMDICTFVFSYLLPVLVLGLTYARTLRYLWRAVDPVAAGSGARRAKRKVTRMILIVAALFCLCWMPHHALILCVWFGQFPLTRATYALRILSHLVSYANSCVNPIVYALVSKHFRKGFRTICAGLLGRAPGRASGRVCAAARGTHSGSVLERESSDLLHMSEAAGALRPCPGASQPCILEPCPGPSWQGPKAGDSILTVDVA
HCT116 PTEN-null – PTEN-deleted cell growth suppression. HCT116 PTEN-null viability, CellTiter-Glo, 60 h; hits give low values. viability, % at 10 µM. 140,000 compounds, 1.2% hits. AID 827;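 active = viability at or below a set limit, 4 SD under the median of all tested compounds, cut at about 3.7% in these data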;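 note: PTEN knockout HCT116 line with beta catenin targeted HCT116 as companion control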
Phagocyt inh – inhibitors of macrophage phagocytosis. inhibition, % at 5 µM. AID 1029. 110,000 compounds, 0.07% hits. J774A.1 macrophage IgG-bead phagocytosis, imaging;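 active = inhibition above the mean of the plate negative controls plus 5 SD, cut at about 13% in these data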;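 note: phagocytic index as fraction of beads internalized from green versus red external bead signal; plate controls were DMSO negative control for no effect and cytochalasin-D positive control for full effect; some results beyond the cut were filed as inactive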
BB579 growth dn – reduces growth of yeast BB579 in restrictive medium. S. cerevisiae BB579 growth, OD615, 48 h. inhibition, % at 10 µM. 140,000 compounds, 0.51% hits;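 active = inhibition above a set limit, 3 SD over the mean compound inhibition, cut at about 44% in these data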; note: inactives centre near -24
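Assay system: S. cerevisiae DeaD strain BB579 yeast. Medium: CSMM-D restrictive synthetic medium containing dextrose (glucose). Times: 4 h cell preincubation, 48 h compound exposure, 30 °C humidified. Signal: OD615 turbidity measurement. Benchmarks: positive control amphotericin B 10 µg/mL.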
Yeast life ext – yeast lifespan extension; S. cerevisiae growth with nicotinamide, OD615; deaD strain in restrictive glucose medium; inhibition of the nicotinamide effect, % at 10 µM; 130,000 compounds, 0.68% hits; AID 775;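 active = inhibition above a set limit, placed 3 SD over the median of all compounds, cut at about 26% in these data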;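 note: 0% = nicotinamide-treated wells and 100% = cells grown without nicotinamide; some compounds called inactive have numbers as strong as hits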
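Assay system: DeaD-strain S. cerevisiae. Medium: CSMM-D glucose medium, restrictive. Reagent: nicotinamide, 1.5 mM, co-present with compound. Compound: 10 µM single point, 0.25% DMSO. Schedule: culture preincubation 4 h, compound exposure 48 h, both 30 °C. Detection: absorbance at 615 nm.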
Measles CPE – protection of cells from measles virus; Measles virus-infected cells, CPE protection, absorbance; protection (pct of control), % at 4 µM; 140,000 compounds, 1.5% hits; in the data active = protection mostly above about 24%, no sharp cut-off; inactive = mostly below about 26%; note: some compounds called inactive have numbers as strong as hits
NPY-Y2 antag – NPY-Y2 (human) receptor antagonism; NPY-Y2 expressing cells, antagonist mode; 140,000 compounds, 0.99% hits; AID 793; P49146; inhibition, % at 2.7 µM; in the data active = inhibition above about 17%;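 note: 0% = vehicle with agonist challenge and 100% = reference antagonist with challenge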
Target sequence (P49146 whole entry, looked up): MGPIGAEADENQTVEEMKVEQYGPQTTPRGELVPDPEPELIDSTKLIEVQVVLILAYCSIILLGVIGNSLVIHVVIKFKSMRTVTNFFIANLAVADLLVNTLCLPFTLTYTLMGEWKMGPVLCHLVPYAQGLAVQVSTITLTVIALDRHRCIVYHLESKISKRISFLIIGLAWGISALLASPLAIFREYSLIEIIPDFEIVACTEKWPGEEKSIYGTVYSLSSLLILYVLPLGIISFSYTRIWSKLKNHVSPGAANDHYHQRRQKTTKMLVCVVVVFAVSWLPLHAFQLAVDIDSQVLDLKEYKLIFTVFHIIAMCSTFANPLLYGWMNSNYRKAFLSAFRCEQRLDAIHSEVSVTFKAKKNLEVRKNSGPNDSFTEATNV
E-sel TNF inh – TNF alpha driven E-selectin expression inhibition | inhibition, % at 2 µM | 120,000 compounds, 0.71% hits | HUVEC TNFa-induced E-selectin immunofluorescence, high content;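 active = inhibition above the batch mean plus 3 SD, and confirmed as a hit on visual image review, cut at about 43% in these data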;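 note: 0% = TNF-stimulated DMSO wells and 100% = unstimulated control wells; not every result past the cut was called active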
bCat KO growth – beta-catenin-lacking colon tumor cell growth suppression; HCT116 beta-catenin knockout viability, CellTiter-Glo, 60 h; hits give low values; viability, % at 10 µM; 140,000 compounds, 1.5% hits; AID 818;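 active = viability at or under a set limit, the compound median less 4 SD, cut at about 6% in these data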;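 note: 0% = Hyamine 1622 control at 20 µM and 100% = untreated cell control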
MRP1 act – activates MRP-1; H69AR cells + doxorubicin, viability rescue, CellTiter-Glo; viability increase, % at 10 µM; 140,000 compounds, 0.61% hits;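 active = viability gain under doxorubicin at or above a set limit, the compound median plus 3 SD, cut at about 4.7% in these data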;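 note: MRP-1 overexpressing cells given doxorubicin 25 µM after compound pretreatment; 18-22 h compound pretreatment then 72 h with doxorubicin before readout; 0% = doxorubicin-only wells and 100% = vehicle-treated cells without doxorubicin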
Active calls of the source: *; nt = no result given; & = joins results of further samples.

| molecule | GALR2 blocker | HCT116 PTEN-null | Phagocyt inh | BB579 growth dn | Yeast life ext | Measles CPE | NPY-Y2 antag | E-sel TNF inh | bCat KO growth | MRP1 act |
| --- | --- | --- | --- | --- | --- | --- | --- | --- | --- | --- |
| CC(C)OC(=O)C1C2C=CC3(CN(CC4CCCO4)C(=O)C13)O2 (stereo not given) | 0 | 110 | -1 | -26 | -6 | 6 | -3 | 16 | 109 | -0.9 |
| Cc1[nH]c2ccc(F)cc2c(=O)c1SC(F)(F)C(F)C(F)(F)F (stereo not given) | 6 | 53 | -1 | -27 | -4 | 3 | 1 | 1 | 51 | -0.9 |
| COc1ccc2[nH]c(C(=O)O)c(NS(=O)(=O)c3ccc(Cl)s3)c2c1 | 15 | 91 | 2 | -24 | 1 | 10 | 1 | 31 | 91 | -3.6 |
| CC(C)NC(NC(=O)Cc1ccccc1)C(Cl)(Cl)Cl (stereo not given) | 1 | 100 | 1 | -20 | -1 | 15 | 1 | -63 | 102 | -0.6 |
| Cc1cc([N+](=O)[O-])nn1CC(=O)NNC(=S)Nc1ccc([N+](=O)[O-])cc1 | -3 | 94 | nt | 17 | -9 | 6 | -2 | -22 | 96 | -3.0 |
| COc1ccc(OCC(=O)Nc2ccc(N3CCOCC3)cc2)cc1 | -7 | nt | -1 | -23 | -12 | 17 | -2 | nt | 93 | -1.2 |
| FC(F)(F)c1cccc(N2CCc3cn[nH]c32)c1 | -6 | 107 | 0 | 22 | -29 | 39* | 0 | -14 | 104 | -2.9 |
| CCOC(=O)c1[nH]c2ccc(OC)cc2c1NC(=O)/C=C/c1ccc2c(c1)OCO2 | -5 | 87 | -3 | -3 | -2 | 2 | 4 | -6 | 87 | -3.1 |
| O=C1CC(N2CCN(c3ccc(Cl)c(Cl)c3)CC2)C(=O)N1 (stereo not given) | 11 | 86 | -1 | 2 | -16 | 11 | 1 | 5 | 96 | -1.8 |
| NC(=O)N1c2ccccc2CC(=O)c2ccccc21 | 4 | 73 | 0 | -42 | -16 | 25 | -3 | nt | 74 | -4.1 |
| COCCN(CCOC)C(=O)c1c[nH]c2ccc(S(=O)(=O)N(C)c3ccc(F)cc3)cc2c1=O | -11 | 95 | -4 | -27 | -4 | 9 | 2 | -10 | 96 | -2.4 |
| COC(=O)C1=C(C)NC(C)=C(C(=O)OC)C1C(=O)OCC(=O)N1c2ccccc2CC1C (stereo not given) | -2 | 96 | nt | -26 | -2 | 21 | -1 | 7 | 94 | -1.2 |
| CCOC(=O)c1cnn(-c2nc3c(C)cccc3s2)c1C(F)(F)F | 5 | 93 | 0 | -39 | -9 | 17 | 6 | 5 | 87 | -0.1 |
| Nc1ccccc1C(=O)/C=C/c1ccc2c(c1)OCO2 | 5 | 5 | nt | -29 | -7 | 8 | 4 | nt | 11 | -3.8 |
| CCOc1ccccc1-c1cc(C(=O)N/N=C/c2ccc3c(c2)OCO3)c2ccccc2n1 | -11 | 49 | 0 | -43 | -6 | 7 | 9 | -17 | 55 | -1.2 |
| Cc1nc(-c2ccccc2)sc1C(=O)CSc1ccccc1 | -4 | 91 | 0 | 8 | -19 | 9 | 24* | -17 | 105 | -0.8 |
| COCCNC(=O)CN(c1ccc(C)cc1)S(=O)(=O)c1ccc(SC)cc1 | 8 | 100 | nt | -70 | 0 | 8 | 1 | nt | 104 | -0.1 |
| O=S(=O)(/N=C(/Nc1ccc(F)cc1F)c1ccccc1)c1ccc(Br)cc1 | -4 | 92 | 1 | -5 | -3 | 8 | -1 | 2 | 94 | -1.4 |
| C/C(=C\c1ccccc1)C(=O)n1nnc2ccccc21 | 1 | 107 | nt | 14 | -7 | 11 | 6 | -10 | 91 | -0.4 |
| COC(=O)c1c(NC(=O)CSc2nnnn2-c2ccccc2)sc2c1CCCC2 | 9 | 93 | 0 | -43 | -6 | 2 | 16 | 6 | 82 | -1.1 |
| COc1ccc(-c2csc(NC(=O)CSc3nc(SC)ns3)n2)cc1 | 4 | 74 | -5 | 3 | -6 | 14 | 2 | nt | 72 | -1.7 |
| Cc1cc(NC(=O)CSc2nnc(Cc3ccccc3)o2)no1 | -7 | 92 | 1 | -16 | -6 | 3 | 1 | -19 | 98 | 0.1 |
| Cn1c(SCc2ccc(C#N)cc2)nnc1-c1cccc(Cl)c1 | -3 | 113 | 0 | -42 | -9 | nt | 4 | 60* | 106 | -0.8 |
| CN(C(=O)c1ccco1)c1nc(CC(=O)Nc2ccccc2)cs1 | 9 | 85 | nt | -15 | nt | 28 | 2 | 4 | 86 | -4.2 |
| Cc1cc(Cl)ccc1Oc1ncc(CN2CCN(c3ccccc3)CC2)s1 | -9 | 86 | 0 | -42 | -13 | 7 | 9 | nt | 90 | 0.6 |
| CSc1nc2ccc(NS(=O)(=O)c3ccc(Cl)s3)cc2s1 | -14 | 94 | -1 | 3 | -19 | 6 | 10 | nt | 83 | -2.5 |
| COc1ccc(NC(=O)N(CCO)Cc2cc3c(C)cc(C)cc3[nH]c2=O)cc1 | -9 | 79&83 | -1 | -38 | -8 | 4 | 2 | -29 | 75 | -0.9 |
| Cc1ccc(/C=C2\SC(=S)N(Cc3ccccc3)C2=O)o1 | 3 | 91 | 1 | -12 | -8 | 16 | -1 | -21 | 88 | 2.2 |
| CC(NC(=O)Nc1cccc(Cl)c1)C(c1cccs1)N1CCCC1 (stereo not given) | 3 | 84 | 0 | -44 | 2 | 4 | 7 | -21 | 77 | -3.3 |
| CNC(=O)NCC12CC3CC(CC(C3)C1)C2 | -19 | 102 | 0 | -11 | -1 | 20 | 2 | nt | 100 | 1.8 |
| COc1cc(OC)cc(C(=O)NCC(=O)OC2CCOC2=O)c1 (stereo not given) | -7 | 99 | nt | -21 | -4 | 6 | 0 | nt | 103 | 0.2 |
| CC(=O)Nc1ccc(S(=O)(=O)Nc2nc3ccccc3nc2N2CCCC2)cc1 | 4 | 99 | -1 | -30 | -18 | 3 | -1 | 11 | 87 | -2.9 |
| CCOc1ccc(NC(=O)c2ccc3snnc3c2)cc1 | -4 | 97 | nt | -14 | nt | 13 | -2 | 4 | 85 | 4.5 |
| Cc1cc(C(=O)O)c(=O)[nH]c1C | -5 | 91 | -3 | -32 | -13 | 4 | -1 | -16 | 93 | -0.5 |
| O=C(O)CNC(=O)c1ccccc1NC(=O)c1ccco1 | -5 | 85 | 0 | -27 | -3 | 4 | -1 | -20 | 93 | -1.9 |
| O=C(OCc1cnc(Cl)s1)c1cccc(Cl)c1Cl | -13 | 95 | 1 | -16 | -7 | 5 | 3 | nt | 92 | -1.6 |
| Oc1ccc(Cl)cc1/C=N/c1nccs1 | -4 | 86 | 0 | -27 | 13 | 13 | 0 | -14 | 85 | -4.4 |
| O=C(Cn1c(O)c(/C=C2\C=Nc3ccccc32)sc1=O)Nc1ccc2c(c1)OCO2 | 2 | 91 | nt | -24 | -17 | 13 | 0 | -25 | 92 | -3.3 |
| CN(Cc1ccccc1)S(=O)(=O)c1ccc2[nH]cc(C(=O)NCC3CCCO3)c(=O)c2c1 (stereo not given) | 1 | 83 | nt | -34 | -15 | 6 | 2 | -21 | 84 | -5.1 |
| COc1ccc(C(=O)N2CCN(S(=O)(=O)N3CCOCC3)CC2)cc1OC | 3 | 109 | -1 | -70 | 0 | 8 | 0 | 4 | 97 | -0.9 |
| COc1ccc2cc(CN(Cc3ccco3)C(c3nnnn3C3CCCCC3)C(C)C)c(=O)[nH]c2c1 (stereo not given) | -12 | 31 | nt | -58 | -3 | 9 | 1 | 9 | 34 | -1.2 |
| COc1cc(C)nc(N2CCCC(C(=O)NCC(C)C)C2)n1 (stereo not given) | -4 | 93 | nt | 8 | nt | 14 | 4 | -11 | 98 | -2.2 |
| CCNS(=O)(=O)c1ccc(C(=O)Nc2ccccc2)cc1 | 4 | 110 | -1 | -55 | 0 | 18 | -1 | -14 | 93 | -0.1 |
| Cc1ccc(CS(=O)(=O)CCC(=O)NCc2ccc3c(c2)OCO3)cc1 | -8 | 83 | nt | -28 | -21 | 10 | 4 | 1 | 84 | -2.9 |
| O=C(/C=C/c1ccco1)NCC1(c2ccccc2)CCCC1 | -8 | 84 | -9 | 1 | 7 | 0 | 3 | nt | 81 | -1.8 |
| Cc1ccc2[nH]c(=O)c(C(c3nnnn3C3CCCC3)N3CCCc4ccccc43)cc2c1 (stereo not given) | 10 | 74 | nt | -38 | nt | 4 | 3 | 1 | 70 | 19* |
| Cc1ccc2c(CC(=O)Nc3ccc(N4CCN(C)CC4)cc3C)coc2c1 | -3 | 44 | 1 | -29 | -8 | 9 | 4 | -14 | 46 | -1.5 |
| O=C(CSCc1ccc(F)cc1)Nc1ccccc1 | 1 | 100 | 0 | -9 | -18 | 4 | 2 | -1 | 94 | -1.0 |
| COc1ccccc1NC(=O)c1ccc(NS(=O)(=O)c2c(C)noc2C)cc1 | 4 | 95 | -1 | -34 | 0 | 6 | -1 | 9 | 96 | -3.5 |
| O=C(Cn1c(-c2ccco2)nc2ccccc21)N1CCCCC1 | 9 | 97 | nt | -11 | -14 | 11 | 0 | 2 | 95 | -3.0 |
| O=C(C[n+]1ccc(C(=O)N/N=C/c2ccc(OCc3ccccc3)cc2)cc1)c1ccccc1 | -13 | 103 | 1 | -45 | -9 | 2 | 3 | nt | 105 | 0.7 |
| Clc1ccc(CO/N=C2\CCCc3nonc32)cc1 | 9 | 81 | -5 | -60 | -3 | 3 | 3 | nt | 89 | -0.8 |
| Cc1cc(Nc2cccc(Cl)c2)n2ncnc2n1 | 3 | 87 | nt | -12 | 4 | 29* | 2 | -17 | 90 | -1.9 |
| O=C1CC(=Nc2ccccc2)NN1c1ccccc1 | 2 | 106 | nt | -101 | -11 | 12 | -5 | -26 | 95 | 0.7 |
| COc1cccc(S(=O)(=O)Nc2cccc(C(=O)N3CCCCCC3)c2)c1 | 6 | 100 | -2 | -48 | 5 | 27 | 1 | nt | 96 | -2.7 |
| O=C(CSc1nnc(Cc2ccc3c(c2)OCO3)n1C1CCCCC1)NC1CCCC1 | -3 | 86 | nt | -35 | nt | 7 | 12 | -21 | 81 | -2.1 |
| CC(C)(C)c1ccc(S(=O)(=O)O/N=C2/CCCCC2c2ccc([N+](=O)[O-])cc2[N+](=O)[O-])cc1 (stereo not given) | -11 | 103 | 0 | -28 | -1 | 28 | 2 | 0 | 83 | -1.3 |
| NNC(=O)CN1C(c2cccc(Cl)c2)=Nc2ccc(Br)cc2C1c1ccccc1 (stereo not given) | 6 | 76 | 0 | -30 | 0 | 1 | 1 | -63 | 87 | 0.9 |
| O=C(Nc1c(F)cc(F)cc1Br)c1cc2nc(C(F)F)cc(C(F)F)n2n1 | 2 | 94 | 0 | -18 | -16 | 33 | 0 | -33 | 95 | 0.1 |
| CCCCNC(=O)CCCn1c(=S)[nH]c2cc3c(cc2c1=O)OCO3 | -10 | 98 | -1 | -84 | 8 | 13 | 0 | -13 | 97 | -1.3 |
| Cc1c(C(=O)N2CCCC2)sc(NC(=O)c2cccc(Cl)c2)c1C#N | -4 | 100 | -2 | -66 | 0 | 4 | 0 | nt | 93 | 0.0 |
